S3 lipid droplet: qHTS Assay for Lipid Storage Modulators in Drosophila S3 Cells; 320,000 compounds, 0.64% hits; Drosophila S3 cells, BODIPY lipid droplet fluorescence, 18-24 h; cells fed with added oleic acid; Potency in µM for hits, for the others lipid storage change, negative = inhibition, % at the top dose, mostly 46.1 µM; active = well fitted inhibition curve with a large enough effect in the signal ratio, with a control signal flat, not every such curve was filed as active; inconclusive = small, poorly fitted or top-dose-only effect, or effect the other way, or a change in a side signal; the % refers to the signal ratio
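Drosophila S3 cells loaded with oleic acid (400 uM, as added) and compounds at several concentrations; lipid droplets imaged by 488-nm laser-scanning cytometry, 500–530 nm intensity and object ratio to cell channel. Percent activity normalized to 20 uM Triacsin C.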
S3 lipid droplet cell count max: recorded beside S3 lipid droplet, whose call it bears; cell number change, %; measured here: cell count max response;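 cells counted by Cell Tracker Red CMTPX staining in the red channel; peak over a dose series mostly up to 46.1 µM; percent activity relative to internal control wells on each plate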
Active calls of the source: *; i = inactive; ? = inconclusive; / = no result given; [ ] = dose if it differs, or a comment. % is set by controls: 0 for no effect and ±100 for the full control effect; potency is the fitted concentration of half-maximal effect. These rows are one share of the data; count on the stated rates, not on these rows.

SMILES | S3 lipid droplet | S3 lipid droplet cell count max
C[C@H](N)C(=O)N1CCC(C(=O)N[C@@H](Cc2ccccc2)C(=O)Nc2ccc(F)cc2)CC1 | ? | /
Cc1cc(NC(=O)CN2C(=O)/C(=C/c3cccc(Br)c3)SC2=S)no1 | -32% | -22
CC12CN3CC(C)(CN(C1)C3c1ccc(Br)cc1O)C2 (stereo not drawn) | ? | /
O=P(COCCOCP(=O)(c1ccccc1)c1ccccc1)(c1ccccc1)c1ccccc1 | ? | /
COc1cccc(CN2CCC(Oc3ccc(C(=O)NCc4ccccn4)cc3)CC2)c1 | ? | /
O=C(C1CCN(S(=O)(=O)c2cc(Cl)ccc2Cl)CC1)N1CCOCC1 | ? | /
CCOc1ccccc1C(=O)NC1CC2CCCC(C1)N2Cc1ccccc1 (stereo not drawn) | 0% | -1
CCOC(=O)C1(CCCc2ccccc2)CCN(Cc2nccn2CC)CC1 | -2% | 7
COc1ccc(CCNC(=O)CSCc2c(F)cccc2Cl)cc1OC | -20% | 5
CCOC(=O)C(C)Oc1cccc2c(=O)n(CC(=O)N3CCN(C(=O)OCC)CC3)ccc12 (stereo not drawn) | ? | /
CC(NC(=O)COC(=O)/C=C/c1ccc2c(c1)OCO2)c1ccccc1 (stereo not drawn) | 9% | -2
Cc1nc(NC(=S)NC(=O)c2ccccc2)sc1C | 10% | -9
O=C(N/C=C/c1ccco1)Nc1cccc(Cl)c1 | 11% | -5
Clc1ccc(N/N=C/c2cccnc2)cc1 | 6% | -10
O=C(O)CCCCCNS(=O)(=O)/C=C/c1ccccc1 | -9% | 5
COc1cccc(C(=O)Nc2ccccc2F)c1 | -13% | 24
CC(C)(C)CC(=O)Nc1ccc(S(=O)(=O)N2CCCC2)cc1 | ? | /
CC(C)c1cccc(C(C)C)c1NC(=O)CN(C)C1CCS(=O)(=O)C1 (stereo not drawn) | ? | /
O=C(NC1CC(=O)N(c2ccc3c(c2)OCCO3)C1)N1CCCCC1 (stereo not drawn) | ? | /
CCOC(=O)c1ccccc1NC(=O)CC(C)CC(=O)O (stereo not drawn) | ? | /
COc1cccc(-n2c(=O)c3ccccc3n3c(=S)[nH]nc23)c1 | ? | /
COC(=O)C1=C(N)Oc2cc(C)[nH]c(=O)c2C1c1ccncc1 (stereo not drawn) | ? | /
COCCNC(=O)/C(C#N)=C/c1cn(CC(=O)NCc2ccco2)c2ccccc12 | ? | /
CN(C)S(=O)(=O)c1ccc(N2CCCC2)c(C(=O)NNC(=O)c2ccc(F)cc2)c1 | -15% | -11
CC(C)c1ccc(-c2nc(N3CCOCC3)[nH]c(=O)c2C#N)cc1 | ? | /

The listing continues:
SMILES | S3 lipid droplet | S3 lipid droplet cell count max
Cn1c(=NC(=O)c2cccc([N+](=O)[O-])c2)sc2ccccc21 | ? | /
O=C(CCSCc1ccccc1F)NCc1ccc(F)cc1 | 1% | 1
Cc1cccc(NC(=O)CN2NS(=O)(=O)c3ccccc3C2=O)c1 | i | 23
CCC1C(=NO)C(CC)C(c2ccccc2)NC1c1ccccc1 (stereo not drawn) | ? | /
COc1ccc(N(C(=O)Cn2nnc(-c3ccc(C)o3)n2)C(C(=O)NC2CCCC2)c2ccncc2)cc1 (stereo not drawn) | ? | /
Cn1cccc1Cc1nnc(SCC(=O)Nc2ccc3c(c2)OCO3)n1-c1ccc(F)cc1 | ? | /
O=S(=O)(c1ccc(Cl)cc1)N1CCC2(CC1)OCCO2 | 27% | /
Cc1ccc(-n2nnnc2SCC(=O)NNC(=O)c2ccc([N+](=O)[O-])cc2)cc1 | 13% | 8
COc1ccc(N(CC(=O)N2CCCCC2)S(=O)(=O)c2ccccc2)c(OC)c1 | i | /
Cc1ccc(C(=O)OCC(=O)NCC2COc3ccccc3O2)cc1 (stereo not drawn) | -14% | -16
COC(=O)C1=C(C)N(C)C(=O)NC1c1cc(Cl)cc(Cl)c1OC (stereo not drawn) | i | 3
Cc1cccc(OCC(=O)NCCNC(=O)c2ccncc2)c1 | ? | /
CC(C)OCCCNC(=O)Nc1cccc2ccccc12 | 9% | 22
O=C(N/C(=C/c1cccc([N+](=O)[O-])c1)C(=O)N1CCCCCC1)c1cccs1 | 14% | 25
COc1cc2c(cc1OC)CN(C(=S)Nc1ccccc1Cl)CC2 | 1% | -1
N#CCC(=O)N/N=C/c1ccccc1Cl | 17%[9.22 µM] | -6
Cc1ccc(S(=O)(=O)N2CCN(C(=O)COC(=O)c3ccc(Cl)nc3)CC2)c(C)c1 | ? | /
CCN(CC)c1ccc(/C=N/n2c(C)cc(C)cc2=O)cc1 | 18% | 1
Cc1ccc(NC(=O)c2cc3c(s2)CCC3)cc1S(=O)(=O)N1CCOCC1 | ? | /
O=C(N/N=C/c1ccccn1)c1cc(Br)ccc1O | 30% | -10
C#CCOCCOCCOCCNc1nc(N2CCN(C(=O)[C@H]([C@@H](C)CC)n3cc(CCCCN)nn3)CC2)nc(N2CCN(C(=O)[C@H](C)n3cc(CCCN=C(N)N)nn3)CC2)n1 | ? | /
CCCCOC(=O)N1CCOCCOCCN(C(=O)OCCCC)CCOCCOCC1 | ? | /
c1cncc(CSc2nnc(-c3cccnc3)n2Cc2ccco2)c1 | 8% | -6
c1ccc(-c2cnnc(SCc3cn4cccnc4n3)n2)cc1 | 14% | -23
Cc1cccc(NC(=O)COc2cccc3c2CCN(C)C3=O)c1C | ? | /

Further results.
SMILES | S3 lipid droplet | S3 lipid droplet cell count max
Oc1ccc(C2CNCc3sccc32)cc1O (stereo not drawn) | 16% | 30
CCOc1ccc(S(=O)(=O)Nc2cc(C)ccn2)c2ccccc12 | ? | /
Cc1ccccc1OCCOc1cccc(/C=N/NC(=O)Cc2nnc(N)s2)c1 | ? | /
Cc1ccc(CNS(=O)(=O)c2ccc3c(c2)OCCO3)cc1 | -3% | -17
CCn1c(=O)c([N+](=O)[O-])c(NCCCn2ccnc2)c2ccccc21 | 7% | 11
O=C(COC(=O)c1c[nH]c2ccccc12)NC1CCCCC1 | 4% | -21
COc1ccc(C2CC(c3ccccc3)=NN2C(=O)COC(=O)c2cc(S(=O)(=O)N3CCOCC3)ccc2F)cc1 (stereo not drawn) | ? | /
O=C(CN(Cc1ccccc1)S(=O)(=O)c1ccc(Br)cc1)NCC1CCCO1 (stereo not drawn) | ? | /
c1ccc(-c2cc3c(-n4cccc4)ncnc3o2)cc1 | ? | /
CCc1nnc(NC(=O)CSc2nnc(Cc3ccc(OC)cc3)o2)s1 | ? | /
O=C(Nc1nccs1)c1ccc2c(=O)n3c(nc2c1)CCCCC3 | -4% | 1
C[C@]12CC[C@@H]3c4ccc(O)cc4C(=O)C[C@H]3[C@@H]1CC[C@@H]2O | -2% | 3
Cn1c(SCC(=O)N2CCOCC2)nnc1-c1cccc(NC(=O)c2ccccc2)c1 | ? | /
CC(C)(C)C(=O)Nc1cccc(-c2nc3ccccc3c(=O)o2)c1 | 10% | 2
CCn1c(SCC(=O)N/N=C/c2ccc(C)s2)nc2ccccc21 | ? | /
Cc1ccc(C(=O)N/C(=C/c2ccco2)C(=O)OCN2C(=O)c3ccccc3C2=O)cc1 | ? | /
Cc1ccc(Cn2cc(S(=O)(=O)c3ccc(C(C)C)cc3)c(=O)c3cc4c(cc32)OCO4)cc1 | ? | /
CCN(CC)S(=O)(=O)c1ccc(C(=O)NNc2nc(-c3ccccc3)c3cc(Br)ccc3n2)cc1 | ? | /
O=C(Nc1ccccc1Cl)N1CCN(c2ccc3nnc(-c4ccc(F)cc4)n3n2)CC1 | ? | /
CC(C)(C)c1nnc(SCC(=O)Nc2ccc(N3CCCCC3)cc2)n1N | 0% | 6
Cc1ccc(C(=O)NCCNC(=O)c2cnccn2)cc1 | ? | /
CC(Oc1cc2oc(=O)c3c(c2cc1Cl)CCC3)C(=O)NCc1cccnc1 (stereo not drawn) | ? | /
CCN(CC)S(=O)(=O)c1ccc(C(=O)N2CCN=C2SC)cc1 | 22% | -1
CC1CCCC(C)N1NC(=O)Cc1ccccc1 (stereo not drawn) | i | -1
CC(NC(=O)c1cccs1)c1ccc2c(c1)OCO2 (stereo not drawn) | -11% | 4

(continued)
SMILES | S3 lipid droplet | S3 lipid droplet cell count max
COc1ccc(C/C(C)=N\NC(=O)c2c[nH]c3ccccc23)cc1OC | ? | /
Cc1cccc(NC(=O)CSCC(=O)N2CCN(C(=O)c3ccco3)CC2)c1 | ? | /
Cc1nc(Cl)c(N=Cc2cccc([N+](=O)[O-])c2)c(Cl)n1 | -18% | -2
COc1ccc(NC(=S)N2CCC(NC(=O)c3ccco3)CC2)cc1 | ? | /
CC(=O)Nc1ccc(S(=O)(=O)N(Cc2cccnc2)Cc2cc3ccccc3[nH]c2=O)cc1 | i | 13
Cc1csc(NC(=O)C2CCCN(S(=O)(=O)c3cnc[nH]3)C2)n1 (stereo not drawn) | ? | /
CN(C)C(=O)Nc1ccccc1CC[N+](=O)[O-] | 18% | /
CCOc1ccc(Cn2ccnc2)cc1[N+](=O)[O-] | ? | /
O=S(=O)(Nc1ccccn1)c1cccc(S(=O)(=O)c2ccc(Br)cc2)c1 | 7% | 7
NS(=O)(=O)c1ccc(CCNC(=O)CNC(=O)Cc2ccccc2)cc1 | ? | /
O=C(c1ccccc1)c1ccc(OCC(O)CNCc2ccc(F)cc2)cc1 (stereo not drawn) | 9% | 2
CC1SCC(NC(=O)c2ccc(Cl)cc2)CS1 (stereo not drawn) | 7% | 8
O=C(COc1ccc(Cl)cc1Cl)NCCSc1ccc(Cl)cc1 | ? | /
CCc1ccc(-c2cc3c(=O)n(CC(=O)NCCCN4CCN(C)CC4)ncn3n2)cc1 | ? | /
COc1ccc(NC(=O)OCC(C)C)cc1OC | ? | /
Cc1ccc(/C=C/C(=O)NCCc2c[nH]c3ccccc23)o1 | ? | /
CCOc1cc(C(=O)NC)cc(OCC)c1OCC | ? | /
CC1CCc2cc(F)ccc2N1C(=O)c1cnc2sccn2c1=O (stereo not drawn) | 1% | -5
O=C(CCC1CCCN(c2ncccn2)C1)NCc1ccccc1F (stereo not drawn) | 3% | 2
CC(=O)c1cccc(S(=O)(=O)N2CCC(n3nnc4cc(F)ccc43)CC2)c1 | i | /
CCCCC(=O)NNC(=O)c1c(O)c2ccccc2[nH]c1=O | -1% | 5
S=C(Nc1ccc(Cl)cc1)c1nc2ccccc2s1 | ? | /
O=C(c1ccccc1)N1CCN(C(=O)c2ccc([N+](=O)[O-])cc2)CC1 | ? | /
Cc1ccc(-n2cc(CNC(C)c3cnn(C)c3C)c(-c3ccc(F)cc3)n2)cc1 (stereo not drawn) | -9% | 2
CC(=O)Nc1ccc(S(=O)(=O)N[C@@H](C)C(=O)Nc2ccc(N3CCOCC3)cc2)cc1 | ? | /

2 entries from above, set out differently.
> COc1ccc(C/C(C)=N\NC(=O)c2c[nH]c3ccccc23)cc1OC
  S3 lipid droplet: ? | S3 lipid droplet cell count max: /
> CCOc1ccc(Cn2ccnc2)cc1[N+](=O)[O-]
  S3 lipid droplet: ? | S3 lipid droplet cell count max: /

A different layout for part of the listing above.
Each structure is followed by: S3 lipid droplet	S3 lipid droplet cell count max
- COc1ccc(NC(=O)OCC(C)C)cc1OC
    ?	/
- Cc1ccc(/C=C/C(=O)NCCc2c[nH]c3ccccc23)o1
    ?	/
- CCOc1cc(C(=O)NC)cc(OCC)c1OCC
    ?	/
- CC1CCc2cc(F)ccc2N1C(=O)c1cnc2sccn2c1=O (stereo not drawn)
    1%	-5
- O=C(CCC1CCCN(c2ncccn2)C1)NCc1ccccc1F (stereo not drawn)
    3%	2
- CC(=O)c1cccc(S(=O)(=O)N2CCC(n3nnc4cc(F)ccc43)CC2)c1
    i	/

One compound at a time, as listed above.
O=C(COc1ccc(Cl)cc1Cl)NCCSc1ccc(Cl)cc1 in the list: S3 lipid droplet = ?; S3 lipid droplet cell count max = /
CCc1ccc(-c2cc3c(=O)n(CC(=O)NCCCN4CCN(C)CC4)ncn3n2)cc1 in the list: S3 lipid droplet = ?; S3 lipid droplet cell count max = /
COc1ccc(NC(=S)N2CCC(NC(=O)c3ccco3)CC2)cc1 in the list: S3 lipid droplet = ?; S3 lipid droplet cell count max = /

Next records.
SMILES | S3 lipid droplet | S3 lipid droplet cell count max
CCOC(=O)C1(Cc2ccccc2C)CCCN(C(=O)c2cc(C3CC3)[nH]n2)C1 (stereo not drawn) | -18% | -6
O=C(CSc1ccccc1)NCCCc1ccccc1 | ? | /
CC(NC(=O)C(=O)N1CCCCC1)C(c1cccs1)N1CCN(c2ccccc2F)CC1 (stereo not drawn) | i | 11
Cc1cc(-c2ccc(F)cc2)nc2cc(C(N)=O)nn12 | ? | /
C/C=C(\C)CN1CCC(n2nccc2NC(=O)CCCc2ccccc2)CC1 | ? | /
Cc1ccc(-n2nc(C)c3cc(C(=O)O)sc32)cc1 | ? | /
C/C(=N\N=C(N)N)c1ccc(Cl)cc1 | ? | /
O=C(O)CC(C(=O)O)c1cn(Cc2ccccc2)c2ccccc12 (stereo not drawn) | ? | /
CC(=O)c1nc(N2C(=O)CC(Cc3cc(C)cc(C)c3)C2=O)sc1C (stereo not drawn) | 26% | 4
COc1cc(C(C)=O)ccc1OCC(O)CN(CCO)Cc1ccccc1 (stereo not drawn) | ? | /
COc1cccc(NC(=O)CN2C(=O)COc3ccc(S(=O)(=O)N4CCOCC4)cc32)c1 | i | /
CC(=O)Oc1ccc(-c2cccc(C(=O)NCC(=O)O)c2)cc1 | 3% | /
Cc1c(NC(=O)CSc2nncn2-c2ccccc2)c(=O)n(-c2ccccc2)n1C | -9%[0.0737 µM] | /
C=CCc1cc(/C=N/n2cnnc2)cc(OCC)c1O | ? | /

Screening data from PubChem.
